Screening data as filed in PubChem.
HUVEC inhibit – blocks proliferation of human endothelial cells. HUVEC proliferation, CellTiter-Glo luminescence, 72 h; hits give low values. viability, % at 10 µM (by protocol). 1.1% of 86,000 active;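 active = viability at or below 30%; inactive = viability above 30%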;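 also: 100% = median luminescence of DMSO-only cell control wells on each plate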
S1P2 ag – agonists of human S1P2 receptor. O95136. activation, % at 4.5 µM. 0.46% of 97,000 active. S1P2-expressing cell line, agonist reporter read-out; in the data active = activation above about 16%;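 also: 0% = vehicle low control and 100% = maximal reference agonist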
Target sequence (O95136 whole entry, looked up): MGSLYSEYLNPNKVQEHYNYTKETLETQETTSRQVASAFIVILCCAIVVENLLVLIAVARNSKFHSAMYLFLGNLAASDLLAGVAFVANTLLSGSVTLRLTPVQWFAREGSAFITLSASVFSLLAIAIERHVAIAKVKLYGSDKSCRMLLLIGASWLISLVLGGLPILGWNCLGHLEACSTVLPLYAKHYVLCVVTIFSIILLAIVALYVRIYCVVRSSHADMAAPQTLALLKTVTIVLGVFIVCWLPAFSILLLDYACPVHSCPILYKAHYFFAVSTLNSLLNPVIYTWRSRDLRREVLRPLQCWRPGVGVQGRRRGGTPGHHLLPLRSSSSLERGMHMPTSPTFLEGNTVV
DAT uptake mod – human DAT dopamine uptake with cocaine, either direction; Q01959; LLC-PK1 hDAT cells, [14C]-dopamine uptake with cocaine IC80; actives deviate in either direction; B-score at 10 µM; 1.3% of 110,000 active; AID 449768;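 active = Z score or B-score, a plate-position-corrected score, falls beyond the plate's 99.7% confidence bounds, in either direction; inactive = both scores lie inside the 99.7% bounds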;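 also: scored against the spread of the other compound wells on the same plate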
Target sequence (Q01959 whole entry, looked up): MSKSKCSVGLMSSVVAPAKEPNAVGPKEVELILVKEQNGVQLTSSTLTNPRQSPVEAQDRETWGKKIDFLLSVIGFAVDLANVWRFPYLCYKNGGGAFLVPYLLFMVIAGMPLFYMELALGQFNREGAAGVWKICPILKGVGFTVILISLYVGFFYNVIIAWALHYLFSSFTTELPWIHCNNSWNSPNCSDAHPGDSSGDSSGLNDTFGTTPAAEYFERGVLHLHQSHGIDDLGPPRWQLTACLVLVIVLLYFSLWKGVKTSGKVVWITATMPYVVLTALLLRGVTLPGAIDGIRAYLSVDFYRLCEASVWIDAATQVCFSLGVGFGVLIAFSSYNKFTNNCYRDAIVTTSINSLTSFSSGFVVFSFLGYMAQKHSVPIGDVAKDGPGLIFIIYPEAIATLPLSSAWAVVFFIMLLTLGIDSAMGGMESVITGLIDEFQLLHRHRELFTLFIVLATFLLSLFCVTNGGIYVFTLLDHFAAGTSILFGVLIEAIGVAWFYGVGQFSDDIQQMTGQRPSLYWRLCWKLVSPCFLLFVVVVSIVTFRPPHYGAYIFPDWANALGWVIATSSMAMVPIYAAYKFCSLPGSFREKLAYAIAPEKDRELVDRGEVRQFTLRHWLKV
S1P2 blocker – blocks the human S1P2 receptor. 0.21% of 97,000 active. cell-based S1P2 antagonist assay, inhibition at 5 uM. inhibition, % at 5 µM. O95136. AID 736; in the data active = inhibition above about 45%;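 also: CRE beta-lactamase reporter cells expressing human S1P2 stimulated with S1P; 0% = agonist at EC80 alone and 100% = agonist plus reference antagonist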
Fibroblast inh – blocks proliferation of human lung fibroblasts | LL 47 human lung fibroblast viability, ATP luminescence; hits give low values | viability, % at 10 µM | 1.1% of 85,000 active;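 active = viability at or below 50% in the single dose screen; inactive = viability above 50%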;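 also: compound exposure lasted 72 h before the ATP readout; 100% = median luminescence of untreated cell-only wells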
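Test system: LL 47 human lung fibroblasts / Quantity: 1,150 cells in each well / Medium: IMEM growth medium with 15% fetal bovine serum / Incubation: 72 h compound exposure at 37 °C after overnight plating / Detection: CellTiter-Glo luminescence measuring cellular ATP / Read-out: % viability versus median cells-only luminescence / Benchmarks: cell-only wells, no compound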
H69AR growth 86K – blocks growth of human H69AR lung tumor cells | H69AR lung tumor viability, ATP luminescence, 72 h; hits give low values | viability, % at 10 µM | 6% of 85,000 active;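 active = viability at or below 40%; inactive = viability above 40%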;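 also: multidrug resistant small cell line overexpressing MRP-1 efflux transporter; 100% = mean luminescence of untreated control wells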
PostGolgi yeast – growth inhibition of a yeast mutant, post-Golgi transport screen; post-Golgi transport phenotypic cell assay; inhibition, % at 10 µM; 0.9% of 98,000 active;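 also: yeast cells grown in 1536-well plates; yeast grown about 18 h at 30C before absorbance read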
Ecoli WT expand – E. coli BW25113 growth inhibition, expanded screen; OD600 absorbance; growth inhibition, % at 100 µM; AID 710; 0.15% of 98,000 active;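 active = growth inhibition above about 50% at one test dose, limit read from the data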;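 also: growth measured after 20 h incubation at 37 °C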
PostGolgi ctrl – growth of the yeast control strain, post-Golgi counter-screen; efflux-deficient yeast background strain, growth absorbance A615, 16 h; inhibition, % at 10 µM; 5% of 98,000 active; AID 738
An asterisk follows results filed as active; / = not tested or not shown. Rule as the data show it, unless noted: active = inhibition above about 30%; inactive = the rest.

SMILES	HUVEC inhibit	S1P2 ag	DAT uptake mod	S1P2 blocker	Fibroblast inh	H69AR growth 86K	PostGolgi yeast	Ecoli WT expand	PostGolgi ctrl
COc1ccccc1Oc1nc2c(c(=O)n(Cc3ccccc3F)c(=O)n2C)n1C	91.0	-8.5	0.813	14.3	93.7	39.8*	-0.8	-20.0	26.2
CC(C)(C)c1csc(NC(=O)c2ccc3nccnc3c2)n1	93.2	-7.6	2.16	-5.1	113.2	83.7	-2.9	8.0	18.9
CCOC(=O)c1c(NC(=O)CSc2nnc(-c3ccccc3C)n2C)sc(C(C)=O)c1C	85.1	-11.5	0.332	26.9	90.2	96.2	-3.4	-11.0	19.2
CCOC(=O)CSc1n[nH]c(NC(=O)c2cccc(C)c2)n1	/	-6.2	-0.609	19.8	/	/	-5.8	-5.0	-13.6
Cc1cccc(NC(=O)COc2ccc3oc4c(c3c2)CCCC4)n1	100.5	-4.8	1.12	-9.6	103.0	104.6	-6.2	15.0	17.8
CCc1ccc(C(=O)CSc2n[nH]c(C)n2)cc1	102.0	/	0.579	/	96.6	90.0	-3.9	-7.0	2.3
C=CCSc1nnc(CSc2nc3sc4c(c3c(=O)[nH]2)CCCC4)n1-c1ccccc1	88.6	-2.9	2.14	14.1	94.3	84.4	-3.1	0.0	9.3
Cn1c(N2CCCCC2)nc2c1c(=O)[nH]c(=O)n2C	85.2	-10.1	-0.704	8.6	100.2	84.4	5.9	0.0	1.9
CCCc1nc2ccccc2c(=O)n1/N=C/c1ccccc1O	99.9	-2.8	0.385	12.8	74.5	66.2	7.7	1.0	9.4
CN=C1S/C(=C\c2cccn2-c2cccc(Br)c2)C(=O)N1C	85.7	-3.0	-0.125	0.9	94.0	81.7	/	/	/
COc1cccc(NC(=O)C2CC(=O)N(C)C(=Nc3cccc(F)c3)S2)c1 (configuration not stated)	79.0	-5.0	-0.492	13.3	104.4	78.2	-0.8	6.0	5.2
CCOC(=O)c1ccc(NCn2c(=O)oc3ccccc32)cc1	75.4	-2.9	-0.504	16.0	102.7	84.3	-40.6	1.0	-8.6
CCN(CC)C(=O)c1sc2nc(N3CCOCC3)c3c(c2c1N)CCCC3	98.3	-3.8	2.96*	-7.4	97.3	67.7	-3.1	2.0	9.9
CC1(C)Cc2c(C#N)c(N3CCN(C(=O)c4ccccc4Cl)CC3)nc(-c3ccco3)c2CS1	/	-2.4	1.25	-13.7	/	/	3.9	3.0	7.3
Cc1onc(-c2ccccc2Cl)c1C(=O)NCCn1ccc2ccccc21	80.5	-11.7	1.04	15.9	89.3	75.6	19.0	-13.0	15.0
C=CCOc1cccc(C2C(C(=O)c3ccco3)=C(O)C(=O)N2CCN2CCOCC2)c1 (configuration not stated)	95.7	/	-1.33	/	96.8	84.5	4.7	-6.0	10.5
O=C(c1cccc(S(=O)(=O)N2CCCCC2)c1)N1CCCCC1	90.6	-2.6	1.59	-1.8	109.7	93.1	13.0	0.0	37.8*
N#Cc1ccccc1CSc1ccc(-c2nc3ccccc3[nH]2)cn1	/	-4.0	-0.196	11.2	/	/	3.3	-10.0	3.7
O=C(c1ccco1)N1CCN(c2cc(=O)n(C3CCCCC3)c(=O)[nH]2)CC1	/	-6.5	0.315	14.7	/	/	4.2	-4.0	0.6
CN1CCN(C(=O)c2ccc(-c3nn(C)c(=O)c4ccccc34)cc2)CC1	97.8	-6.8	0.372	-12.5	98.5	96.0	/	/	/
O=C1c2ccccc2C(=O)N1n1c(=O)[nH]c2ccccc2c1=O	96.3	-6.4	-1.2	12.5	99.1	88.1	-14.3	4.0	12.2
O=C(CN1CCN(S(=O)(=O)c2ccc(Cl)cc2)CC1)Nc1ccc(F)cc1F	91.7	-1.4	-0.0283	-11.6	104.5	95.8	-7.9	-8.0	2.1
COc1ccc(N(C(=O)Cc2cccs2)C(C(=O)NC2CCCCC2)c2cccn2C)cc1 (configuration not stated)	78.2	-1.1	-1.64	-11.2	86.0	78.1	2.7	2.0	-4.6
Nc1cc(=O)[nH]c(=S)n1-c1cccc(C(F)(F)F)c1	92.8	-3.9	0.132	18.6	101.6	80.1	-3.5	23.0	-3.0
Cn1c(SCc2ccccc2F)nc2cccnc21	84.2	-2.8	-0.264	12.4	97.8	90.2	10.6	4.0	13.1
COCc1[nH]nc2c1C(c1ccnc3ccccc13)C(C#N)=C(N)O2 (configuration not stated)	96.9	-8.7	0.465	16.5	95.3	98.4	1.2	7.0	-0.5
Cc1onc(-c2c(F)cccc2Cl)c1C(=O)NCc1ccccn1	93.3	-6.5	0.00193	2.7	98.7	78.3	-0.8	-1.0	4.8
CCn1nc(C(=O)OCC(=O)N2c3ccccc3CC2C)c2ccccc2c1=O (configuration not stated)	95.7	/	0.081	/	102.6	93.6	7.6	0.0	0.0
COc1cc(NC(=O)C2CC(=O)NC3=C2C(=O)CCC3)cc(OC)c1 (configuration not stated)	103.4	-3.8	-0.423	-15.6	100.5	108.2	-9.9	5.0	2.1
Cc1cc(CN2C(=O)c3ccccc3C2=O)on1	94.8	2.1	-0.224	-13.3	105.7	102.7	12.2	8.0	19.2
CCC/C(O)=C1\C(=O)CC(C)(C)CC1=Nc1ccc(OC)cc1OC	59.8	-1.2	-0.276	-9.1	57.1	21.4*	5.3	-8.0	15.8
CCCCNC(=O)OCC(CC)NC(=O)OCC(C)C (configuration not stated)	89.9	-3.8	-1.15	-11.8	100.8	99.0	3.6	1.0	6.8
C=CCn1c(CCNC(=O)c2cccs2)nnc1SCC(=O)c1cccc([N+](=O)[O-])c1	85.0	-1.0	1.45	-13.5	90.0	63.5	0.3	11.0	20.7
CCC1=Nc2cc(C(=O)NCCCOC)ccc2Sc2ccccc21	45.6	-1.4	0.228	-2.3	58.3	32.4*	1.1	1.0	12.8
Nc1cc(OC(=O)c2ccco2)nn1S(=O)(=O)c1ccc(F)cc1	/	-6.5	-0.786	12.6	/	/	-4.0	6.0	3.4
CCOc1nnnc2c1sc1nc(N3CCOCC3)c3c(c12)CC(C)(C)OC3	106.5	-2.9	/	-1.7	94.1	90.9	/	/	/
O=C1C2=C(SCCS2)C(=O)N1c1ccccc1	89.6	-8.3	-1.14	10.8	97.0	95.1	3.7	6.0	22.2
CCS(=O)(=O)Nc1ccc(-c2nnc(SCC(=O)OC)o2)cc1	91.5	-2.9	0.197	16.7	96.3	62.3	-0.2	4.0	1.3
COc1cccc(C2CC(=O)NC3=C2C(=O)CCC3)c1 (configuration not stated)	103.6	-3.0	0.155	6.7	104.3	96.9	-4.2	-3.0	0.5
COc1ccc(Nc2c3c(c(C#N)c4nc5ccccc5n24)CCC3)cc1	/	-5.2	0.00852	-3.6	/	/	-20.7	-4.0	-0.7
COc1ccc(S(=O)(=O)NCC(c2cccnc2)N2CCN(c3ccccc3OC)CC2)cc1C (configuration not stated)	92.9	-1.4	1.27	13.7	94.5	89.2	0.5	6.0	11.3
CCOc1ccc(NC(=O)CSc2nnc(-c3ccoc3C)n2CC2CCCO2)cc1 (configuration not stated)	93.6	-3.7	1.13	-9.9	98.0	99.6	/	/	/
O=C(CSCc1ccccc1Cl)NN1C(=O)c2ccccc2C1=O	/	-7.2	-0.0145	-1.5	/	/	0.3	1.0	-0.8
CCOC(=O)c1c(N)nn(C(=O)C(C)(C)C)c1-c1ccccc1	104.6	-1.5	-0.325	-0.1	91.4	96.8	-4.9	-10.0	24.7
CCOc1ccccc1Oc1ccc(C(F)(F)F)cn1	81.0	-6.1	-0.0214	-1.7	93.1	98.8	-3.2	3.0	-4.3
COCCNC(=O)CN(c1ccc(OC)c(OC)c1)S(=O)(=O)c1ccc(C)cc1	/	-0.5	-0.0163	5.8	/	/	5.8	-2.0	6.3
COc1ccc(OC)c(NC(=O)c2cc(S(=O)(=O)NCc3ccco3)ccc2F)c1	/	-8.1	-1.83	1.1	/	/	-2.3	-9.0	19.3
S=c1[nH]nc(-c2ccc(Br)cc2)n1Cc1ccco1	95.8	-2.0	-0.719	13.6	98.2	93.5	12.1	17.0	7.3
CN1CC(c2ccc(Cl)c(Cl)c2)[C@@]2(COc3ccccc3C2=O)[C@@]12C(=O)Nc1ccccc12 (some centres not stated)	/	-6.0	-1.84	13.0	/	/	4.8	-1.0	22.0
O=C(O)CCc1n[nH]c(=S)[nH]c1=O	/	-4.1	0.0208	-1.5	/	/	17.5	3.0	-8.0
CC1CCCC(C)N1/N=C/c1ccc(Cl)cc1 (configuration not stated)	91.0	-0.5	2.46	13.5	94.0	100.0	-6.2	2.0	5.4
O=C(Nc1ccccn1)NC1CCS(=O)(=O)C1 (configuration not stated)	104.4	-0.9	-0.352	10.3	100.5	98.9	-11.6	-2.0	-6.1
N#Cc1ccc(Cl)cc1NC(=O)COC(=O)c1ccc(S(=O)(=O)N2CCCC2)cc1	/	-1.3	-0.442	1.9	/	/	-11.2	6.0	6.8
O=C(Nc1c2c(nn1-c1ccc(Cl)cc1)CS(=O)(=O)C2)c1ccc2c(c1)OCO2	89.5	-6.6	-0.86	-0.4	92.8	90.6	8.7	1.0	2.2
CC(=O)NCCC(=O)Nc1ccc(F)cc1C	99.9	0.5	0.287	-9.8	105.5	90.6	-2.1	-2.0	31.4*
COC(=O)NNC(=O)COc1ccc(Br)c(C)c1	/	-0.3	-0.456	-1.1	/	/	-2.4	8.0	3.9
Cc1ccc(CNC(=O)c2nnn(-c3cccc(C)c3)c2N)cc1	101.5	-3.1	-0.0119	8.9	95.1	97.2	1.0	5.0	1.8
O=C(CSc1c(Cl)cccc1Cl)N1CCC(c2nc3ccccc3s2)CC1	/	-4.8	0.191	-0.2	/	/	-4.3	-18.0	19.8
CN(C)S(=O)(=O)c1ccc(C(=O)OCC(=O)NC(=O)NCc2ccccc2)cc1	98.9	-0.1	-1.66	24.4	102.3	104.5	-1.2	-10.0	10.4
CC1(C)Cc2c(c(-c3ccco3)[nH]c(=O)c2C#N)CS1	85.3	/	-0.905	/	101.5	105.8	-4.2	3.0	24.7
COc1ccccc1NC(=S)NNC(=O)c1cc(C)n(C)n1	/	-1.0	-1.09	-13.5	/	/	0.6	6.0	6.3
OCCN1CCN(CC(O)COCc2ccc3c(c2)OCO3)CC1 (configuration not stated)	98.9	-2.7	-0.593	1.5	100.8	63.7	/	/	/
O=C(c1cc2ccccc2oc1=O)N(Cc1cccs1)Cc1ccccc1Cl	88.4	-5.2	2.53*	-0.5	100.7	89.3	/	/	/

Some of these compounds in order of formula weight, rising.
SMILES	HUVEC inhibit	S1P2 ag	DAT uptake mod	S1P2 blocker	Fibroblast inh	H69AR growth 86K	PostGolgi yeast	Ecoli WT expand	PostGolgi ctrl
O=C1C2=C(SCCS2)C(=O)N1c1ccccc1	89.6	-8.3	-1.14	10.8	97.0	95.1	3.7	6.0	22.2
Nc1cc(=O)[nH]c(=S)n1-c1cccc(C(F)(F)F)c1	92.8	-3.9	0.132	18.6	101.6	80.1	-3.5	23.0	-3.0
CCCc1nc2ccccc2c(=O)n1/N=C/c1ccccc1O	99.9	-2.8	0.385	12.8	74.5	66.2	7.7	1.0	9.4
CCOC(=O)c1c(N)nn(C(=O)C(C)(C)C)c1-c1ccccc1	104.6	-1.5	-0.325	-0.1	91.4	96.8	-4.9	-10.0	24.7
Cc1cccc(NC(=O)COc2ccc3oc4c(c3c2)CCCC4)n1	100.5	-4.8	1.12	-9.6	103.0	104.6	-6.2	15.0	17.8
CCOC(=O)c1c(NC(=O)CSc2nnc(-c3ccccc3C)n2C)sc(C(C)=O)c1C	85.1	-11.5	0.332	26.9	90.2	96.2	-3.4	-11.0	19.2
